RSV CPE inhibition: inhibition of RSV-induced cytopathic effect – HEp-2 cells, primary 10 µM value included (AID 2391); HEp-2 cells, RSV-induced CPE inhibition; higher % means a stronger effect; CPE inhibition, % at 10 µM, or IC50 in µM where a hit was titrated; 310,000 compounds, 0.13% hits; in the data active = a potency from the dose series; inconclusive = CPE inhibition mostly from about 23% at the one dose, without a potency; inactive = the rest, 99 in 100 with CPE inhibition below about 21%; also: strong numbers were not always called active
NTR1 agonist: NTR1-driven beta-arrestin-GFP spot formation – imaging, U2OS cells, high content, primary screen (AID 493036) | 330,000 compounds, 0.17% hits | P30989 | activation, % at 20 µM | agonist mode;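 active = activation at or above 40% of the spot to cytoplasm intensity ratio, with at least 20 cells analyzed; inconclusive = wells under 20 cells, flagged as cytotoxic or low count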;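 also: 0% = DMSO without peptide and 100% = 100 nM NTR1 peptide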
Target sequence (P30989 whole entry, looked up): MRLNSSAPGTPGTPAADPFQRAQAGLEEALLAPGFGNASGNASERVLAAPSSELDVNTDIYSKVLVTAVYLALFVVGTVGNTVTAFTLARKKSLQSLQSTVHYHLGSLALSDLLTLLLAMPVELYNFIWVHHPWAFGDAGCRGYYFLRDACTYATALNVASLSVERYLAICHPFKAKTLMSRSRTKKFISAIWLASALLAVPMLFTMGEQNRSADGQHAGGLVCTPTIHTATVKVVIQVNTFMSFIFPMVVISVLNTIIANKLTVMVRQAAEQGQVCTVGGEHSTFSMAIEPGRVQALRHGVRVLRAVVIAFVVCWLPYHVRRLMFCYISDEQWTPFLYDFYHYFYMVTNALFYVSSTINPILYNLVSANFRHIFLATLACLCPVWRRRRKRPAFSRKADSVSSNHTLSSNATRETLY
TNAP activation fold: stimulation of alkaline phosphatase TNAP activity – biochemical, luminescent, no phosphate acceptor, uHTS, primary screen (AID 1001); activation fold at 20 µM, or EC50 in µM where a hit was titrated; purified TNAP, luminescent activation assay, no phosphate acceptor; higher activation fold means a stronger effect; 200,000 compounds, 0.03% hits; in the data active = activation fold from about 3, or a potency from the dose series; inactive = the rest, 99 in 100 with activation fold below about 1.6; also: many of its hits are not listed in these tables
PhoP inhibition: PhoP-dependent GFP reporter repression – Salmonella Typhimurium, primary screen (AID 1863); S. Typhimurium PhoP-regulated promoter GFP reporter, 4 h; higher % means a stronger effect; inhibition, % at 50 µM; hits with a dose series show IC50 in µM; 300,000 compounds, 0.16% hits;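 active = inhibition over 29.93%, a cutoff 3 SD above the screen mean, later confirmed by dose response; inconclusive = inhibition over 29.93% but no dose response follow-up; inactive = inhibition at most 29.93% or unconfirmed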;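 also: 0% = low Mg2+ inducing control and 100% = high Mg2+ repressing control; strong numbers were not always called active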
T cell modulator: T cell immune modulators affecting CD8 T cell-vesicle binding. 330,000 compounds, 0.068% hits. 2C CD8+ T cell-vesicle binding, flow cytometry; active compounds read low. AID 2052. calls only at 7 µM;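 active = response, share of CD8 T cells binding vesicles, and their 90th percentile fluorescence all below set limits, cut at about 80% in these data, passing the limit was not always enough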
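Test system: purified 2C TCR transgenic mouse naive CD8+ T cells. Probe or stimulus: QL9-peptide-loaded Drosophila micro-vesicles bearing Ld, ICAM-1 and B7-1. Incubation: binding step 1.5 h, 37 °C, antibody labelling 20 min, ice. Measured by: flow cytometry of vesicle-bound cells.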
UTI89 phage lysis: protection from phage-mediated lysis, alamar blue read-out – E. coli UTI89, K1F phage, bacterial capsule biogenesis inhibitors (AID 488966); E. coli UTI89 K1F phage lysis, alamar blue, 2 h; higher % means a stronger effect; inhibition, % at 100 µM; hits with a dose series show IC50 in µM; 340,000 compounds, 0.02% hits;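 active = phage lysis inhibition, versus mean bacterial control, above a set limit; inconclusive = no clear call, values can overlap the other calls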;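 also: capsule biogenesis inhibitors block K1F phage lysis so surviving cells raise fluorescence; higher fluorescence means more inhibition of phage lysis; actives were called in the ten point dose series up to 300 µM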
SV40 large T antigen: SV40 large T antigen inhibitors, biochemical (AID 1903); 310,000 compounds, 0.39% hits; SV40 large T antigen ATPase/helicase inhibition assay; higher % means a stronger effect; inhibition, % at 20 µM, or IC50 in µM where a hit was titrated; in the data active = a potency from the dose series; inconclusive = inhibition mostly from about 32% at the one dose, without a potency; inactive = the rest, 99 in 100 with inhibition below about 32%; also: strong numbers were not always called active
Myeloid diff 2: promotes myeloid progenitor differentiation; 360,000 compounds, 1% hits; AID 624256; calls only at 10 µM; ER-HoxA9 myeloid progenitors, lysozyme-GFP differentiation, flow cytometry;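 active = normalized GFP-positive differentiation at or above the plate's own cutoff, the solvent-only control mean plus 3 SD; inconclusive = no clear call, values can overlap the other calls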;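 also: cells exposed to compound for four days before flow analysis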
Rac1 GTP hydrolysis: MgcRacGAP GTPase-activating activity inhibitors, confirmation, biochemical, ADP Hunter fluorescence | MgcRacGAP-stimulated Rac1 GTP hydrolysis, ADP Hunter fluorescence; higher % means a stronger effect; GST-tagged Rac1 F28L mutant substrate | inhibition, % at 30 µM, or IC50 in µM where a hit was titrated | 340,000 compounds, 0.6% hits;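 active = first-screen hits whose inhibition reached a set limit at any dose in the follow-up dose series; inconclusive = inhibition above the set first-screen limit but never retested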;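 also: fluorescence reports GDP produced by GAP-driven GTP hydrolysis; strong numbers were not always called active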
T cell modulator vesicle-bound %: recorded beside T cell modulator, whose call it bears; double positive events, %; measured here: CD8+ vesicle-bound cell fraction;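 binding gate set so that unloaded-vesicle control wells show 10% double positive cells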
NTR1 agonist cell count 20 µM: second read-out of NTR1 agonist, no call of its own (marks repeat the call); cell count; measured here: cell count, cytotoxicity flag
Myeloid diff 2 GFP+ MAC1+ %: second read-out of Myeloid diff 2, no call of its own (marks repeat the call); GFP+ MAC1+ double positive, %; measured here: differentiation confirmed by MAC1 staining
The depositor's hits bear a star; i = inactive; ? = inconclusive; . = not tested or not shown; [ ] = dose if it differs, or a comment.

SMILES	RSV CPE inhibition	NTR1 agonist	NTR1 agonist cell count 20 µM	TNAP activation fold	PhoP inhibition	T cell modulator	T cell modulator vesicle-bound %	UTI89 phage lysis	SV40 large T antigen	Myeloid diff 2	Myeloid diff 2 GFP+ MAC1+ %	Rac1 GTP hydrolysis
CN(C)c1ccc(/C=C(\NC(=O)c2ccccc2)C(=O)NCc2ccncc2)cc1	0.8%	2.9	74	.	3%	i	26	0.5%	9%	i	3.4	3%
O=C(Nc1cccc([N+](=O)[O-])c1)NC1CCS(=O)(=O)C1 (centres undefined)	1.0%	1.4	50	.	8%	i	7	4.3%[50 µM]	10%	i	0.8	3%
CC(NC1CCCC1)c1ccccc1 (centres undefined)	0.0%	1.8	48	1.1	-9%	i	38	0.3%	4%	i	0.4	6%
O=C(NCc1ccc(F)cc1)c1ccc(CS(=O)(=O)Cc2ccccc2F)o1	1.3%	-1.3	34	1	-11%	i	16	-1.1%	3%	i	1.4	8%
Cc1cc(C2C(C#N)=C(N)OC3=C2C(=O)CCC3)c(C)s1 (centres undefined)	0.5%	1.2	64	1.2	2%	i	36	0.3%	6%	i	1.3	2%
O=C(NCCSCc1ccco1)c1ccc(CN2CCOCC2)cc1	0.8%	0.3	63	1.1	-8%	i	37	1.2%	9%	i	1.6	5%
CCCn1c(SCC(=O)c2cc(OC)ccc2OC)nc2c1c(=O)n(C)c(=O)n2C	.	.	.	1.2	.	.	.	0.5%	.	i	1.0	2%
N#Cc1c(NC(=O)Cn2c(=O)oc3ccccc32)oc(-c2ccccc2)c1-c1ccccc1	10%	7.1	40	1	1%	i	46	0.5%	1%	i	0.9	9%
NS(=O)(=O)c1ccc(CCNCc2ccccc2OCc2ccc(F)cc2)cc1	2.4%	0.3	90	.	-2%	i	63	1.1%	8%	i	0.5	.
CC(=NC1CC1)c1c(-c2ccccc2)[nH]n(-c2nc3ccccc3s2)c1=O	2.9%	1.8	105	1.1	1%	i	32	5.9%	4%	i	6.2	3%
Cc1ccc(-n2nc3c(N4CCC(C(=O)NCc5ccccc5C)CC4)nnc(C)c3c2C)cc1	20%	10	57	.	12%	i	22	1.1%	11%	?	.	10%
Cc1c(Cl)cccc1NC(=O)CSc1nnc(CCNC(=O)OC(C)(C)C)o1	-1.1%	-3.0	76	1.2	7%	i	40	1.1%	14%	i	0.6	5%
O=C(O)c1ccc2c3c(cccc13)C(=O)N(OS(=O)(=O)c1ccccc1)C2=O	0.9%	-0.3	43	0.9	-1%	i	52	0.3%	29%	i	0.7	27%
Cc1sc2nc(CSCC(=O)Nc3c(Cl)cccc3Cl)[nH]c(=O)c2c1C	4.2%	3.3	67	1	25%	i	48	4.8%	-92%	i	0.5	-2%
O=C(NNC(=S)Nc1ccccc1)c1cccnc1	1.0%	-0.6	100	.	2%	i	66	0.2%[50 µM]	11%	i	2.1	3%
COc1ccc(-c2nnn(CC(=O)c3ccc4c(c3)OCCO4)n2)cc1OC	3.5%	-0.3	85	1	2%	i	59	0.0%	1%	i	1.0	6%
CC(=O)Nc1cc(NC(C)=O)cc(C(=O)NCC2(N3CCOCC3)CCCCC2)c1	.	1.3	69	.	.	.	.	0.9%[50 µM]	.	i	0.4	8%
CCOc1ccc2ccccc2c1C1NC(=O)N(C)C(C)=C1C(=O)OCCOC (centres undefined)	1.2%	-0.7	57	.	1%	i	13	0.3%	-2%	i	4.0	4%
C[C@H](CO)N1C[C@H](C)[C@@H](CN(C)S(=O)(=O)c2cccs2)Oc2ccc(NC(=O)Cc3ccccc3)cc2C1=O	.	0.6	63	.	.	i	16	1.6%	.	i	0.9	3%
COc1ccc(CCNC(=O)CCCn2c(=O)c3cccn3c3cccnc32)c(OC)c1OC	1.1%	0.5	56	.	5%	i	42	0.1%	20%	i	2.0	-24%
COC(=O)c1sc(NC(=S)NNC(=O)c2c(Br)c(C)nn2C)c(C(=O)OC)c1C	2.0%	5.4	59	.	3%	i	4	-0.5%[50 µM]	22%	?	.	8%
COc1cc(/C=N/O)ccc1OCc1ccc(Cl)cc1	10%	2.9	59	1	1%	i	61	.	4%	.	.	.
Cn1c(=O)c2c(ncn2Cc2ccc(Cl)c(Cl)c2)n(C)c1=O	-1.0%	0.0	91	1.1	-10%	i	27	2.7%	-1%	i	0.7	3%
CCO/N=C(/c1nonc1N)N1CCN(c2ccc([N+](=O)[O-])cc2)CC1	0.4%	0.5	81	1	-4%	i	4	0.0%	4%	i	1.2	4%
O=C(O)c1cccc(NC(=O)c2cn(-c3ccccc3)nc2-c2cc3ccccc3o2)c1	21µM*	2.4	52	1.2	3%	i	52	0.2%	-3%	i	0.7	7%
CC(=O)c1c(C)[nH]c(C(=O)OCc2csc(CC(=O)Nc3ccccc3C)n2)c1C	.	-1.6	74	.	.	i	23	0.3%[50 µM]	.	i	1.3	6%
CCN(CC(=O)Nc1c(F)cccc1F)C(=O)c1ccc(COc2ccccc2)cc1	?	0.0	47	.	-9%	i	54	-2.0%	16%	.	.	5%
OCC[C@@H]1C[C@H](O)[C@@H](O)[C@@]2(OCc3ccccc32)O1	0.7%	-0.4	94	.	-2%	i	22	3.5%	15%	i	0.9	7%
c1ccc(-n2cnnc2SCc2cn3ccccc3n2)cc1	0.6%	0.9	86	1	7%	i	50	1.1%	1%	i	1.5	10%
COc1ccccc1NC(=O)Nc1nc(CC(=O)Nc2ccc(F)c(F)c2)cs1	1.1%	12	64	.	7%	i	16	0.1%[50 µM]	11%	i	0.6	3%
Cc1ccc(C)c(Oc2coc3cc(OC(=O)c4cccs4)ccc3c2=O)c1	17%	-5.0	75	.	.	i	29	2.3%	.	i	0.5	4%
Cc1ccc(C)c(NC(=O)C2CCCN2/C=C/C(=O)C(F)(F)F)c1 (centres undefined)	1.3%	-1.0	49	1.1	-10%	i	54	3.0%	5%	i	0.6	8%
COc1ccc(NS(=O)(=O)c2ccc(N3C(=O)CCC3=O)cc2)cc1	3.1%	-0.1	77	1.2	10%	i	20	0.7%	16%	i	1.2	3%
NC(=O)c1ccc(Oc2cccc3cccnc23)c([N+](=O)[O-])c1	-0.7%	1.7	60	1	9%	i	39	1.2%	11%	i	0.5	11%
Cc1ccc(C)c(N2CCN(S(=O)(=O)c3ccc4c(c3)NC(=O)CS4)CC2)c1	19%	21	71	.	12%	i	47	0.2%	5%	i	0.7	4%
CCC(C)NC(=O)CSc1nc2ccccc2c(=O)n1CCCN1CCCCC1 (centres undefined)	1.6%	0.5	66	.	-7%	i	57	1.4%	10%	i	0.3	0%
O=S(=O)(Cc1ccc(Cl)cc1)NCC1CCCO1 (centres undefined)	-0.7%	1.5	32	1.1	2%	i	4	4.1%	9%	i	5.7	4%
O=C(c1cc([N+](=O)[O-])ccc1Cl)N1CCN(c2ccc(F)cc2)CC1	1.8%	-2.2	75	1	-1%	i	23	4.4%	1%	i	0.1	11%
O=C(CSc1nnc(Cc2cc(=O)[nH]c(=O)[nH]2)n1-c1ccc(F)cc1)NC1CCCC1	0.4%	2.2	48	0.9	-2%	i	27	-0.2%	3%	i	0.6	3%
O=C(NN1C(=O)c2ccccc2NC1c1ccoc1)c1ccccc1 (centres undefined)	-0.9%	-0.1	42	1.1	-8%	i	14	0.2%	3%	i	0.6	3%
CCCC(c1nnnn1C(C)(C)CC)N1CCN(C2CCCC2)CC1 (centres undefined)	1.2%	0.8	67	1.1	5%	i	59	0.5%	7%	i	0.3	14%

Of the compounds above, six contain an aryl methoxy group:
SMILES	RSV CPE inhibition	NTR1 agonist	NTR1 agonist cell count 20 µM	TNAP activation fold	PhoP inhibition	T cell modulator	T cell modulator vesicle-bound %	UTI89 phage lysis	SV40 large T antigen	Myeloid diff 2	Myeloid diff 2 GFP+ MAC1+ %	Rac1 GTP hydrolysis
CCCn1c(SCC(=O)c2cc(OC)ccc2OC)nc2c1c(=O)n(C)c(=O)n2C	.	.	.	1.2	.	.	.	0.5%	.	i	1.0	2%
COc1ccc(-c2nnn(CC(=O)c3ccc4c(c3)OCCO4)n2)cc1OC	3.5%	-0.3	85	1	2%	i	59	0.0%	1%	i	1.0	6%
COc1ccc(CCNC(=O)CCCn2c(=O)c3cccn3c3cccnc32)c(OC)c1OC	1.1%	0.5	56	.	5%	i	42	0.1%	20%	i	2.0	-24%
COc1cc(/C=N/O)ccc1OCc1ccc(Cl)cc1	10%	2.9	59	1	1%	i	61	.	4%	.	.	.
COc1ccccc1NC(=O)Nc1nc(CC(=O)Nc2ccc(F)c(F)c2)cs1	1.1%	12	64	.	7%	i	16	0.1%[50 µM]	11%	i	0.6	3%
COc1ccc(NS(=O)(=O)c2ccc(N3C(=O)CCC3=O)cc2)cc1	3.1%	-0.1	77	1.2	10%	i	20	0.7%	16%	i	1.2	3%

Compound activity (PubChem)
